HUVEC prolif 384: blocks proliferation of human endothelial cells | HUVEC proliferation, CellTiter-Glo luminescence, 72 h; hits give low values | hit rate 1.1% among 86,000 | AID 648 | viability, % at 10 µM (by protocol);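 active = viability at or below 30%; inactive = viability above 30%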;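 also: 100% = median luminescence of DMSO-only cell control wells on each plate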
CYP2C19 inhib: human CYP2C19 inhibition. P33261. CYP2C19 Supersomes, luciferin-H EGE luminescence, 30 min. inhibition, % at 5 µM. hit rate 21% among 96,000;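 active = CYP2C19 inhibition above a set limit at 5 µM in the primary screen, cut at about 50% in these data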;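 also: plate controls were negative control wells for no effect and 2.5 mM tranylcypromine positive control for full effect; values of inactives mirror those of a sister screen read the other way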
Target sequence (P33261 whole entry, looked up): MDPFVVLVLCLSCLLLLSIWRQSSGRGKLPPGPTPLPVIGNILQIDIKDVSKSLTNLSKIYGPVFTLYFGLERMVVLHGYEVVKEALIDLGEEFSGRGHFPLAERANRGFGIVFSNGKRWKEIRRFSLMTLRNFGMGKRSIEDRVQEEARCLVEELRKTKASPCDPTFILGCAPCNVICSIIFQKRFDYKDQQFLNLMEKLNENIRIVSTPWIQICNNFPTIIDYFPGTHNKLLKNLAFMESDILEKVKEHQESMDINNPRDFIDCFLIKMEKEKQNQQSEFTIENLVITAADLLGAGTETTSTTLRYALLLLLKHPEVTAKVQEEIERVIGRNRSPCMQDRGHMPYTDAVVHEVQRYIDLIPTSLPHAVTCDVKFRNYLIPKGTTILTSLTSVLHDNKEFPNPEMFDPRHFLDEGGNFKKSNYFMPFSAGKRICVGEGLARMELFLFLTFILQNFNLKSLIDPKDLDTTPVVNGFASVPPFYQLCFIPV
ERa SRC1 inh: ER-alpha (human) coactivator binding inhibition; P03372; TR-FRET ER-alpha LBD / SRC-1 peptide, estradiol-bound; inhibition, % at 25.6 µM; hit rate 1.7% among 86,000; AID 629; in the data active = inhibition above about 50%;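 also: 0% = receptor plus peptide control and 100% = peptide only without receptor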
Target sequence (P03372 whole entry, looked up, the tested form may be a part): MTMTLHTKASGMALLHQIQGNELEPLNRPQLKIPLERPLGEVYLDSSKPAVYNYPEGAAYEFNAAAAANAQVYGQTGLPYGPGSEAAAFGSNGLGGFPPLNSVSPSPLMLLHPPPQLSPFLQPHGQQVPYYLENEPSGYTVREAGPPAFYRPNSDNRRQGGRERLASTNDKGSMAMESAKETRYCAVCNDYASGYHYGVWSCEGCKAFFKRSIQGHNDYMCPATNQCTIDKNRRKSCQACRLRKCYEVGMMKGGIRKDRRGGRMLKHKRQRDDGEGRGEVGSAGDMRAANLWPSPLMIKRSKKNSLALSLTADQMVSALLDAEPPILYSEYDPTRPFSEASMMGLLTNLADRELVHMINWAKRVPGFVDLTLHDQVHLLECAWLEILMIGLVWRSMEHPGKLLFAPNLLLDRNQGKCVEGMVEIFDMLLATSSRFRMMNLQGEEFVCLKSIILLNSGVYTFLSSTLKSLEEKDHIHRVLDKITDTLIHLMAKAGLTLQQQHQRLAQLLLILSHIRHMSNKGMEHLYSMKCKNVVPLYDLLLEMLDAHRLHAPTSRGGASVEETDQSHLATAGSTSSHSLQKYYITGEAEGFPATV
Mac1 fbg inh: CD11b/CD18-fibrinogen binding inhibition; P05107+P11215; K562 CD11b/CD18 adhesion to fibrinogen, ATPlite luminescence; Mn2+ added to activate the integrin; inhibition, % at 10 µM; hit rate 0.54% among 93,000; AID 1497;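 active = primary inhibition of 50% or more at 10 µM, then 40% or more on retest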; also: some results filed as inactive read as strong as hits
H69AR inhibit: blocks growth of human H69AR lung tumor cells | viability, % at 10 µM | H69AR lung tumor viability, ATP luminescence, 72 h; hits give low values | hit rate 6% among 85,000 | AID 598;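 active = viability at or below 40%; inactive = viability above 40%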;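 also: multidrug resistant small cell line overexpressing MRP-1 efflux transporter; 100% = mean luminescence of untreated control wells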
ERa coact pot: enhances coactivator binding to human estrogen receptor alpha | P03372 | TR-FRET ERalpha-LBD/SRC-Cy5 coactivator binding, 2 h; 100 = basal binding, no effect | coactivator binding (% of control), % at 25.6 µM | hit rate 1.3% among 86,000; in the data active = activity above about 200%;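 also: binding measured in presence of low estradiol as agonist stimulus; 0% = peptide alone without receptor and 100% = receptor with peptide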
CYP2C19 act: cytochrome P450 2C19 (human) activation | 96,000 tested, under 10 active | AID 1025 | recombinant CYP2C19, luciferin-H EGE luminescence; hits give high values; 0 = fully inhibited enzyme, 1 = untreated enzyme | activation factor at 5 µM;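 active = activation factor of at least 2 at 5 µM in the primary screen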;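 also: 0 = wells with 2.5 mM tranylcypromine and 1 = vehicle-only wells; values of inactives mirror those of a sister screen read the other way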
Mac1 fbg enh: CD11b/CD18-fibrinogen binding enhancement | AID 1499 | P05107+P11215 | activation, % at 10 µM | K562 CD11b/CD18 adhesion to fibrinogen, ATPlite luminescence | hit rate 0.07% among 93,000;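 active = 10 µM primary screen giving 50% or more activity, confirmed by 40% or more on retest at that dose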; also: strong numbers were not always called active
Lung fibro prol: blocks proliferation of human lung fibroblasts | LL 47 human lung fibroblast viability, ATP luminescence; hits give low values | viability, % at 10 µM | hit rate 1.1% among 85,000 | AID 719;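 active = viability at or below 50% in the single dose screen; inactive = viability above 50%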;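 also: compound exposure lasted 72 h before the ATP readout; 100% = median luminescence of untreated cell-only wells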
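Test system: LL 47 human lung fibroblasts; Quantity: 1,150 cells/well; Buffer or medium: IMEM plus 15% FBS; Dosing: tenfold compound dosing solution, DMSO at 0.1%; Timing: overnight cell rest, 72 h compound treatment at 37 °C; Detection: ATP-based CellTiter-Glo luminescent readout; Read-out basis: viability percentage against median untreated-cell control; Controls: cell-only wells, no compound.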
* hit, by the source's call; . = not tested or not shown; [ ] = remark or other dose.

SMILES	HUVEC prolif 384	CYP2C19 inhib	ERa SRC1 inh	Mac1 fbg inh	H69AR inhibit	ERa coact pot	CYP2C19 act	Mac1 fbg enh	Lung fibro prol
O=C1N(CN2CCN(c3cccc(Cl)c3)CC2)c2ccccc2C12OCCCO2	89	-3	-9	-14	80	129	1	1	95
COC(=O)c1[nH]c2cccc(OC)c2c1NC(=O)CN(C)CC1OCCO1	99	-6	-4	-1	92	96	1.1	-2	100
O=C(Nc1ccc(Cl)c(Cl)c1)Nc1cc(C(=O)N2CCOCC2)ccc1N1CCCCC1	65	.	-12	.	86	137	.	.	84
c1ccc(OCCSc2nnnn2-c2ccccc2)cc1	89	11	-5	21	94	85	0.9	-4	96
O=C(c1cccc(C(F)(F)F)c1)N1CCCCCC1	92	12	7	-25	.	87	0.9	1	95
CC#CCCCC(=O)Nc1ccc(C(=O)O)cc1	93	-3	-8	.	98	111	1	.	98
COc1ccc(C2CC(c3c(-c4ccccc4)c4cc(Cl)ccc4[nH]c3=O)=NN2S(C)(=O)=O)cc1 (stereo not drawn)	63	29	-10	-13	14*	148	0.7	16	79
OCc1cn(-c2ccccc2)nc1-c1ccc(-c2nn(-c3ccccc3)cc2CO)cc1	80	14	9	35	81	180	0.9	7	93
CCc1nnc(NC(=O)[C@@H](NC(=O)c2cccc(S(=O)(=O)N(CC)CC)c2)C(C)C)s1	.	79*	.	-8	.	.	0.2	2	.
CCS(=O)(=O)N1CCC(C(=O)NCCC2=CCCCC2)CC1	93	12	-37	-18	92	103	0.9	0	102
CCCOc1ccc(C2/C(=C(/O)c3ccccc3)C(=O)C(=O)N2CCCN(C)C)cc1OC (stereo not drawn)	103	.	-4	.	89	145	.	.	96
CCn1cc(C(=O)O)c(=O)c2cc(S(=O)(=O)N(C)C)ccc21	100	.	3	.	97	99	.	.	100
COc1ccc2nc(C)c3cc(C)oc3c2c1	98	18	-2	-19	88	98	0.8	2	97
CCC(C)(C(=O)NC1CCCC1)N(C(=O)CNC(C)=O)c1ccccc1 (stereo not drawn)	113	-4	-3	3	96	141	1	-2	100
O=C(C1CCN(c2ncnc3c2sc2cccc(F)c23)CC1)N1CCOCC1	102	13	-6	2	67	131	0.9	-3	107
Cc1ccc(SCCCCN2C(=O)NC(C)(C)C2=O)cc1	98	88*	8	.	92	102[fluorescence artefact?]	0.1	.	90
Cc1[nH]n(-c2ccc([N+](=O)[O-])cc2)c(=O)c1C=NCCN1CCN(C(=O)c2ccc(Br)cc2)CC1	66	21	11	-3	40*	89[fluorescence artefact?]	0.8	3	71
COc1ccc(Nc2sc(C(=O)c3ccc(Cl)cc3)c(N)c2C(=O)Nc2ccccc2OC)cc1	.	39	.	75	.	.	0.6	-3	.
COc1ccc(NC(=O)CCS(=O)(=O)c2ccc3c(c2)CCCN3C(C)=O)cc1	93	30	-2	5	99	128	0.7	-1	106
Cc1ccccc1C(=O)N=c1sccn1C	93	93*	-1	2	97	111	0.1	-1	101
N/C(=N\OC(=O)c1ccccc1[N+](=O)[O-])c1cccnc1	.	-10	.	-26	.	.	1.1	5	.
Cc1ccc2[nH]c3nc(SCCN4CCOCC4)nnc3c2c1	110	6	0	-3	94	104	0.9	15	99
CN1CCN(CCC(=O)Nc2ccccc2Cl)CC1	94	.	-8	.	96	126	.	.	98
Cn1c(CCCOc2ccc(Cl)cc2Cl)nnc1SCC(=O)Nc1nccs1	95	4	43	-36	104	155	1	-1	103
COc1ccc(-c2nc3ccccc3c(=O)o2)cc1OC	.	-12	.	-8	.	.	1.1	3	.
The results go on.
SMILES	HUVEC prolif 384	CYP2C19 inhib	ERa SRC1 inh	Mac1 fbg inh	H69AR inhibit	ERa coact pot	CYP2C19 act	Mac1 fbg enh	Lung fibro prol
CSc1ccccc1NC(=S)Nc1ccccc1C(F)(F)F	93	45	-3	-4	93	98	0.5	-3	103
CC(C)Oc1ccc(C(=O)N/N=C/c2ccc(-c3ccc(S(=O)(=O)Nc4ncccn4)cc3)o2)cc1	75	19	8[fluorescence artefact?]	-7	97	48	0.8	6	98
COC(=O)C1C2C=CC3(CN(C(C)C)C(=O)C13)O2 (stereo not drawn)	100	10	-1[fluorescence artefact?]	-8	99	95	0.9	-2	107
Clc1ccc(-c2nnc3sc(Cc4cccs4)nn23)cc1	83	22	35	-20	57	83	0.8	-1	97
O=[N+]([O-])c1nn(-c2ccc3c(c2)OCCO3)n(O)c1=NC1CCCCC1	114	32	27	-34	66	102	0.7	0	90
C=CCn1c(COc2ccccc2)nnc1SCC(=O)C(C)(C)C	80	65*	0	.	100	100	0.4	.	89
CCCCCC(=O)Nc1ccc2oc(-c3cncc(Br)c3)nc2c1	94	46	24[fluorescence artefact?]	-14	91	92	0.5	57	105
COc1ccc(C2CC(=O)c3sc(N)nc3C2)cc1 (stereo not drawn)	100	19	6[fluorescence artefact?]	1	98	96	0.8	-3	106
COCCNC(=O)C(c1ccc(F)cc1)N(CC1CCCO1)C(=O)CCC(=O)Nc1ccccn1 (stereo not drawn)	92	-14	-24	13	102	95	1.1	-3	96
O=S(=O)(c1ccc(Cl)cc1)N1CCC(O)(c2cccnc2)CC1	99	57*	9[fluorescence artefact?]	-42	111	100	0.4	1	104
O=[N+]([O-])c1ccccc1C1Nc2cccc3cccc(c23)N1	.	99*	.	9	.	.	0	-3	.
O=C(Nc1cnn(C23CC4CC(CC(C4)C2)C3)c1)c1cc(-c2ccccc2)on1	69	47	0	12	74	121[fluorescence artefact?]	0.5	5	95
CCOC(=O)c1c(CN2CCCCC2)n(C)c2ccc(OC)c(S(=O)(=O)c3ccccc3)c12	97	2	6[fluorescence artefact?]	-23	84	124	1	-2	99
CN(C(=O)C1CCOC1)c1nnc(-c2ccccn2)s1 (stereo not drawn)	99	-4	-7	-28	94	105	1	0	110
CCCN1CCN(c2nc3c([nH]2)c(=N)ncn3CC(O)CO)CC1 (stereo not drawn)	94	1	2[fluorescence artefact?]	4	93	95	1	-5	104
C=Cn1c(N2CCOCC2)nc2c1c(=O)[nH]c(=O)n2C	.	-11	.	-17	.	.	1.1	4	.
CCOc1ccc(Cl)cc1S(=O)(=O)N1CCN(c2ccc(C)c(C)c2)CC1	93	100*	-3	6	39*	92	0	3	91
O=C(O)C1NCCc2ccccc21 (stereo not drawn)	96	32	-2	-6	72	118	0.7	-2	94
O=C(NCc1cccs1)C1CCCN1S(=O)(=O)c1ccccc1F (stereo not drawn)	92	53*	-4	-1	97	122[fluorescence artefact?]	0.5	1	113
O=C(c1ccc2c(c1)OCO2)N1CCCN(C(=O)c2ccc3c(c2)OCO3)CC1	103	23	-7	.	103	108	0.8	.	101
Cn1cc(S(=O)(=O)N2CCN(c3ccccc3F)CC2)c(=O)n(C)c1=O	88	18	-10	-6	89	115	0.8	-2	97
CCOC(=O)CSc1nc2c(sc(=S)n2-c2ccccc2OC)c(=O)n1Cc1ccco1	92	85*	-7	1	89	91	0.1	0	101
Cn1nc(C(=O)N2CCc3ccccc3C2)c2ccccc2c1=O	92	58*	-5	-7	101	83	0.4	1	103
CCOC(=O)C1=C(CC)NC2=C(C(=O)CCC2)C1c1ccc(OC)c(OC)c1 (stereo not drawn)	95	50*	0	5	76	104	0.5	1	101
CC(C)NC(=O)NC1C2CC3CC(C2)CC1C3 (stereo not drawn)	99	21	-1	-10	106	103	0.8	-6	.

Of the compounds above, two have bromine:
SMILES	HUVEC prolif 384	CYP2C19 inhib	ERa SRC1 inh	Mac1 fbg inh	H69AR inhibit	ERa coact pot	CYP2C19 act	Mac1 fbg enh	Lung fibro prol
Cc1[nH]n(-c2ccc([N+](=O)[O-])cc2)c(=O)c1C=NCCN1CCN(C(=O)c2ccc(Br)cc2)CC1	66	21	11	-3	40*	89[fluorescence artefact?]	0.8	3	71
CCCCCC(=O)Nc1ccc2oc(-c3cncc(Br)c3)nc2c1	94	46	24[fluorescence artefact?]	-14	91	92	0.5	57	105

(list continues)
SMILES	HUVEC prolif 384	CYP2C19 inhib	ERa SRC1 inh	Mac1 fbg inh	H69AR inhibit	ERa coact pot	CYP2C19 act	Mac1 fbg enh	Lung fibro prol
CN(C)/C=N/c1c(C#N)cnn1-c1ccc(C(F)(F)F)cn1	100	3	15	-2	86	106	1	-4	109
CC1=C(C(=O)OCc2ccccc2)C(c2ccc(N(C)C)cc2)NC(=O)N1 (stereo not drawn)	94	.	-15	.	88	90	.	.	88
CCc1ccc(S(=O)(=O)NCCc2csc(-c3ccccc3)n2)s1	80	93*	6	89	89	99	0.1	-9	92
CCOC(=O)c1cc2c(c(CSc3nc4ccccc4c(=O)n3Cc3ccco3)c1)OCOC2	65	6	9[fluorescence artefact?]	-20	89	337*	0.9	82	81
O=c1cc(Nc2ccc3c(c2)OCCO3)[nH]c(=O)n1-c1ccc(Br)cc1	83	.	-21	.	37*	104	.	.	95
Cc1ccc(S(=O)(=O)N2CCN(C3CCC(c4ccccc4)CC3)CC2)cc1 (stereo not drawn)	.	42	.	22	.	.	0.6	1	.
CC(=O)c1ccc(NC(=O)Nc2cccc(Cl)c2)cc1	68	3	17	97*	5.0*	91	1	-7	99
CN(C)CCCN1C(=O)c2oc3ccc(Cl)cc3c(=O)c2C1c1cccnc1 (stereo not drawn)	96	-3	-7	-6	85	107[fluorescence artefact?]	1	-4	96
O=C(/C=C/c1ccco1)NC(=S)Nc1ccccn1	100	12	-5[fluorescence artefact?]	10	97	86[fluorescence artefact?]	0.9	-6	100
Cc1nnc(SCC(=O)N2c3ccccc3CC2C)s1 (stereo not drawn)	89	69*	6	-21	98	135	0.3	-2	101
Cc1cc(N2CCOCC2)nc2ccc(NC(=O)C3CCC(C)CC3)cc12 (stereo not drawn)	88	27	-23	-14	42	114	0.7	-1	92
O=S(=O)(Nc1cccc(-c2cn3ccsc3n2)c1)c1ccc(F)cc1	99	69*	3	0	92	118	0.3	-3	104
Cc1ccc2cc(CCNC(=O)c3ccco3)c(=O)[nH]c2c1	90	.	-10	.	97	105	.	.	109
CCCCCNCc1cccn1C	.	2	.	-14	.	.	1	3	.
COC(=O)c1sccc1NC(=O)c1c(C)noc1C	93	19	-3	-1	100	86	0.8	-2	92
CCOC(=O)N1CCN(C(=O)CS(=O)Cc2nc(-c3ccc(C)cc3)oc2C)CC1 (stereo not drawn)	94	10	-4	-1	93	112	0.9	20	94
CC(C)CN(CC(C)C)S(=O)(=O)N1CCC(C(=O)NC2CCCCCCC2)CC1	.	3	.	-11	.	.	1	0	.
O=S(=O)(c1ccc(Oc2ccc(-c3nnco3)cc2)nc1)N1CCC(Cc2ccccc2)CC1	52	15	75*[fluorescence artefact?]	-24	42	99	0.9	3	96
O=C(NCc1ccccc1)C1CCCN(S(=O)(=O)c2cccs2)C1 (stereo not drawn)	93	65*	-10	4	96	91	0.3	-2	95
Cc1ccc(C)c(OCCCC(=O)Nc2nccs2)c1	85	45	-7	-7	97	96	0.5	-2	88

5 compounds drawn at random from the list so far:
SMILES	HUVEC prolif 384	CYP2C19 inhib	ERa SRC1 inh	Mac1 fbg inh	H69AR inhibit	ERa coact pot	CYP2C19 act	Mac1 fbg enh	Lung fibro prol
CCOC(=O)c1cc2c(c(CSc3nc4ccccc4c(=O)n3Cc3ccco3)c1)OCOC2	65	6	9[fluorescence artefact?]	-20	89	337*	0.9	82	81
CC(=O)c1ccc(NC(=O)Nc2cccc(Cl)c2)cc1	68	3	17	97*	5.0*	91	1	-7	99
CN(C)/C=N/c1c(C#N)cnn1-c1ccc(C(F)(F)F)cn1	100	3	15	-2	86	106	1	-4	109
CCc1ccc(S(=O)(=O)NCCc2csc(-c3ccccc3)n2)s1	80	93*	6	89	89	99	0.1	-9	92
CCCCCNCc1cccn1C	.	2	.	-14	.	.	1	3	.

Screens as filed in PubChem.

Outcome played no part in choosing rows; about 26% have a hit in one of these screens.
